Screening results from PubChem BioAssay.
APP 5UTR inh – APP translation inhibition; SH-SY5Y APP 5'UTR-luciferase reporter, luminescence; inhibition, % at 2 µM; 190,000 compounds, 0.82% hits; AID 1285;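 active means inhibition above a set limit, derived from the sample mean plus 3 SD, cut at about 45% in these data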; further: values of inactives mirror those of a sister screen read the other way
G6PDH CS – L. mesenteroides G6PDH inhibition counter-screen; Purified L. mesenteroides G6PDH, diaphorase/resazurin coupled fluorescence, 45 min; inhibition, % at 5 µM; 200,000 compounds, 0.12% hits; in the data active means inhibition above about 50%
Diaphorase inh – inhibits diaphorase or chemically oxidizes, flagging diaphorase assay artifacts; diaphorase resazurin-to-resorufin fluorescence, NADH, 16 min; bacterial (C. kluyveri) enzyme, not human; inhibition, % at 20 µM; 190,000 compounds, 0.69% hits;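 active means primary screen inhibition at 20 µM above a set limit, cut at about 50% in these data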;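 further: plate controls were DMSO with full reaction for no effect and wells lacking NADH for full effect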
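Assay system: diaphorase enzyme from Clostridium kluyveri. Quantity: enzyme working solution with 0.14 U/mL diaphorase. Schedule: reaction incubation of 16 min at room temperature. Technique: resorufin fluorescence, excitation 544 nm, emission 590 nm. Controls: No-NADH positive control and DMSO neutral control.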
STAT1 act – activators of IFN-gamma induced STAT1 signaling. 200,000 compounds, 2.6% hits. NIH 3T3 STAT1-luciferase reporter, luminescence; 100% = IFN-gamma alone, no compound. activation (% of control), % at 5.5 µM;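 active means activation above the screen-wide mean activation plus 3 SD, cut at about 130% in these data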;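 further: raw ratio to IFN-gamma control signal so 100% means no change and 0% no light; values of inactives mirror those of a sister screen read the other way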
TLR4 MyD88 comp – inhibitors of human TLR4-MyD88 binding | HeLa CL3-4 TLR4/MyD88 BLA complementation, FRET ratio | inhibition, % at 8.4 µM | 200,000 compounds, 0.18% hits | AID 861; in the data active means inhibition above about 25%;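 further: 0% = vehicle and 100% = reference inhibitor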
NF-kB neuron act – raises NF-kB expression in human neuronal cells. NF-kB reporter expression; active compounds read high. fold change at 12.5 µM. 190,000 compounds, 1.6% hits. AID 1239; in the data active means fold change above about 3.3
Diaphorase act – diaphorase activation or chemical reduction counter-screen. 190,000 compounds, 0.005% hits. Diaphorase/resazurin coupled assay, resorufin fluorescence, 16 min; active compounds read high; 1 = vehicle wells, 0 = NADH-free wells. activation factor at 20 µM;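 active means diaphorase activity raised at least twofold by the compound at 20 µM; inactive means activation factor below 2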
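Assay system: bacterial diaphorase enzyme (C. kluyveri) / Input: enzyme 0.07 U/mL final / Medium: 50 mM HEPES pH 7.4 with 4.542 mM MgCl2, 0.005% Tween 20 / Doses: single compound dose of 20 µM, 1% DMSO final / Incubation: 16 min enzyme reaction, ambient temperature / Signal: fluorescence, excitation 544 nm and emission 590 nm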
FLuc inhib CS – counter-screen for luciferase assay inhibitors: firefly luciferase inhibition; P08659; inhibition, % at 10 µM; 200,000 compounds, 1.5% hits; ATPLite firefly luciferase biochemical luminescence, 10 min;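 active means inhibition above about 50% when tested at 10 µM, limit read from the data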
Target sequence (P08659 whole entry, looked up): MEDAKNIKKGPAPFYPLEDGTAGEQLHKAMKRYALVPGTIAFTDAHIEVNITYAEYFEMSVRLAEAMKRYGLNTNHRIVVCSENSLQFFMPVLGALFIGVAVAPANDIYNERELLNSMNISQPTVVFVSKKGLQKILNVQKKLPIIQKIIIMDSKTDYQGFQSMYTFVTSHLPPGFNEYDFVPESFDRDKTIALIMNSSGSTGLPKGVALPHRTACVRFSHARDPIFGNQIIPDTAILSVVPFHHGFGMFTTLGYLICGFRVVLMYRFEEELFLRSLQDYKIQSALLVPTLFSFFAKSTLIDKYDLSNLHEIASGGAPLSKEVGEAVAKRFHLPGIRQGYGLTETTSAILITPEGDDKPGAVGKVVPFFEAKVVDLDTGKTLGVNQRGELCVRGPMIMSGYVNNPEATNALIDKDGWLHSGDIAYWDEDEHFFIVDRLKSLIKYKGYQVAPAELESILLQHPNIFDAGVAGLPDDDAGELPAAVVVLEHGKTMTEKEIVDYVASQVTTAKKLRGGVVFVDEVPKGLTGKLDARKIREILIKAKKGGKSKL
FLuc act counter – affects firefly luciferase, flagging false hits in luciferase stimulation screens; AID 1027; activation factor at 10 µM; 200,000 tested, under 10 active; ATPlite luciferase biochemical, luminescence, 10 min; 0 = ATP-free wells, 1 = DMSO control; P08659;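 active means luciferase activation factor, scaled between plate controls, of at least 2 with compound at 10 µM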
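assay system = Luciferase/luciferin detection reagent, cell-free biochemical luciferase assay | also added = ATP substrate | times = 10 min post-reagent at room temperature | measured by = luminescence from luciferase reaction | measure = luciferase activation, seen as luminescence increase over controls | benchmarks = low control with PBS replacing ATP, high control enzyme plus ATP without compound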
APP 5'UTR act – activates APP 5'UTR luciferase reporter; SH-SY5Y APP 5'UTR luciferase reporter, luminescence; zero percent = DMSO vehicle wells; activation, % at 2 µM; 190,000 compounds, 1% hits;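 active means activation above a set limit, based on mean plus 3 SD of controls, cut at about 140% in these data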; further: values of inactives mirror those of a sister screen read the other way
Numbers without * were called inactive.

Sample of the layout (four entries):
SMILES | APP 5UTR inh | G6PDH CS | Diaphorase inh | STAT1 act | TLR4 MyD88 comp | NF-kB neuron act | Diaphorase act | FLuc inhib CS | FLuc act counter | APP 5'UTR act
Cc1cc(NC(=O)c2ccc3c(c2)OCCO3)ccc1NC(=O)c1cc2ccccc2o1 | -27.7 | 10.3 | 30.5 | 110.7 | 9.2 | 0.43 | 0.7 | 33.6 | 0.7 | 27.7
Cc1ccc(C)c(CS(=O)(=O)c2cn(CC(=O)N3CCC(C)CC3)c3ccccc23)c1 | -7.4 | -5.0 | 18.6 | 98.5 | 2.0 | 0.59 | 0.8 | -7.6 | 1.1 | 7.4
COc1ccc(S(=O)(=O)N2CCCC(C(=O)NCCC(C)C)C2)cc1 (stereo unspecified) | 6.8 | 2.8 | -3.6 | 99.9 | -10.4 | 0.95 | 1 | 0.2 | 1 | -6.8
COC(=O)CSCC(=O)Nc1nnc(-c2ccccc2C)s1 | 17.6 | -3.2 | 9.4 | 93.9 | -2.9 | 0.97 | 0.9 | -1.7 | 1 | -17.6

Results, previewed entries included:
SMILES | APP 5UTR inh | G6PDH CS | Diaphorase inh | STAT1 act | TLR4 MyD88 comp | NF-kB neuron act | Diaphorase act | FLuc inhib CS | FLuc act counter | APP 5'UTR act
Cc1cc(NC(=O)c2ccc3c(c2)OCCO3)ccc1NC(=O)c1cc2ccccc2o1 | -27.7 | 10.3 | 30.5 | 110.7 | 9.2 | 0.43 | 0.7 | 33.6 | 0.7 | 27.7
Cc1ccc(C)c(CS(=O)(=O)c2cn(CC(=O)N3CCC(C)CC3)c3ccccc23)c1 | -7.4 | -5.0 | 18.6 | 98.5 | 2.0 | 0.59 | 0.8 | -7.6 | 1.1 | 7.4
COc1ccc(S(=O)(=O)N2CCCC(C(=O)NCCC(C)C)C2)cc1 (stereo unspecified) | 6.8 | 2.8 | -3.6 | 99.9 | -10.4 | 0.95 | 1 | 0.2 | 1 | -6.8
COC(=O)CSCC(=O)Nc1nnc(-c2ccccc2C)s1 | 17.6 | -3.2 | 9.4 | 93.9 | -2.9 | 0.97 | 0.9 | -1.7 | 1 | -17.6
CC(=O)Nc1nonc1C(=O)N1CCC(C)CC1 | -5.5 | -0.6 | -12.1 | 99.2 | 0.6 | 0.97 | 1.1 | -0.6 | 1 | 5.5
CCN1CCCC1CNC(=O)c1cc(NC(C)=O)c(N(C)C)cc1OC (stereo unspecified) | -1.8 | 4.2 | 13.1 | 98.7 | -8.3 | 0.91 | 0.9 | -5.4 | 1.1 | 1.8
O=C(NNS(=O)(=O)c1ccccc1)c1sccc1-n1cccc1 | 10.6 | 4.6 | 15.6 | 98.8 | 4.0 | 1 | 0.8 | -5.2 | 1.1 | -10.6
COc1ccc(C)cc1N(C)C(=O)c1coc(=O)c2ccccc12 | 4.0 | 3.0 | -2.3 | 104.8 | 0.7 | 1.61 | 1 | -0.1 | 1 | -4.0
O=S(=O)(/C=C/c1ccccc1)n1cnc2ccccc21 | 6.1 | -1.2 | 5.1 | 90.2 | -3.8 | 0.94 | 0.9 | -2.7 | 1 | -6.1
C=CCSc1nc2ccccc2n1C(=O)/C=C/c1cc(OC)c(OC)c(OC)c1 | 57.6* | 5.9 | 16.7 | 145.0* | -16.0 | 0.7 | 0.8 | -0.8 | 1 | -57.6
CC1(c2ccc(Cl)cc2)NC(=O)N(CC(=O)NCc2cccs2)C1=O (stereo unspecified) | -1.8 | 0.4 | 14.4 | 99.3 | 4.6 | 0.88 | 0.9 | -1.8 | 1 | 1.8
COc1cccc(N2CCN(Cc3nc(N)nc(Nc4ccccc4)n3)CC2)c1 | 3.0 | -29.7 | 13.1 | 102.4 | 0.8 | 0.58 | 0.9 | -5.1 | 1.1 | -3.0
O=c1c2ccccc2oc2nc3ccn(Cc4ccncc4)c(=O)c3cc12 | -14.2 | 0.9 | 18.2 | 101.5 | -1.8 | 1.19 | 0.8 | -3.3 | 1 | 14.2
CN1CCN(C(=S)Nc2cccc(C(F)(F)F)c2)CC1 | 0.7 | -4.4 | 0.0 | 98.7 | -7.5 | 1.15 | 1 | -8.8 | 1.1 | -0.7
O=C(O)[C@H]1CCC(=O)N1Cc1ccco1 | 13.7 | -7.6 | 7.7 | 105.9 | -3.5 | 1.13 | 0.9 | -3.7 | 1 | -13.7
CCCOC(=O)c1c(NC(=O)C2C3C=CC(C3)C2C(=O)O)sc2c1CCC(C)C2 (stereo unspecified) | -5.1 | 6.2 | 13.3 | 112.8 | 4.7 | 0.98 | 0.9 | -5.9 | 1.1 | 5.1
C/C(CC(=O)NC(C)C)=N\NC(=O)C(c1ccccc1)c1ccccc1 | -13.1 | 14.6 | 13.0 | 95.3 | -7.4 | 0.99 | 0.9 | -4.0 | 1 | 13.1
O=C(CS(=O)(=O)Cc1ccccc1)NCc1ccco1 | 14.7 | 3.6 | 4.9 | 94.4 | 3.0 | 1.02 | 1 | -6.2 | 1.1 | -14.7
O=C(NCCN1CCOCC1)c1cc2c(=O)n3ccccc3nc2n1Cc1ccccc1 | -18.5 | 3.7 | 5.1 | 99.9 | -2.7 | 0.94 | 0.9 | -7.1 | 1.1 | 18.5
N/C(=N\OC(=O)c1ccccc1Cl)c1ccc(Cl)cc1 | -57.6 | -20.5 | 17.8 | 154.6* | 10.8 | 3.72* | 0.8 | 56.5* | 0.4 | 57.6
COc1cc(C)c(Cl)cc1S(=O)(=O)n1cnc2ccccc21 | 1.4 | 9.2 | 18.5 | 97.2 | -3.5 | 1.04 | 0.8 | -4.3 | 1 | -1.4
Cc1cc(N)n(-c2ccc(Cl)cc2)n1 | -17.6 | -5.1 | 5.9 | 102.0 | 11.3 | 1.19 | 0.9 | -3.1 | 1 | 17.6
O=C(CSc1nnc(NC(=O)c2ccco2)s1)Nc1ccc2c(c1)OCCO2 | -16.0 | -7.9 | 8.4 | 98.4 | 1.1 | 0.98 | 0.9 | 54.6* | 0.5 | 16.0
CC(=C/C(=O)O)/C=C/c1cccs1 | -6.8 | -4.3 | 12.3 | 101.5 | 3.2 | 1.09 | 0.9 | -8.9 | 1.1 | 6.8
CCOC(=O)c1cnc(SCC(=O)N2CCC(C(N)=O)CC2)nc1N | -1.6 | 13.4 | 19.2 | 103.2 | -1.1 | 1.17 | 0.8 | -9.2 | 1.1 | 1.6

(cont.)
SMILES | APP 5UTR inh | G6PDH CS | Diaphorase inh | STAT1 act | TLR4 MyD88 comp | NF-kB neuron act | Diaphorase act | FLuc inhib CS | FLuc act counter | APP 5'UTR act
CC(=O)OCc1c(C(F)(F)F)nn(C)c1Sc1ccccc1 | 7.8 | 2.7 | 9.7 | 100.5 | -11.0 | 1.06 | 0.9 | -3.9 | 1 | -7.8
CN(CC(=O)OCC(=O)Nc1ccccc1)S(=O)(=O)c1ccc(Cl)cc1 | -0.4 | 1.6 | 19.1 | 110.3 | -8.5 | 1.06 | 0.8 | -3.5 | 1 | 0.4
O=C(Cc1ccccc1)NCCc1ccc(Cl)cc1Cl | 4.6 | 8.9 | 8.3 | 104.9 | -17.9 | 1.11 | 0.9 | -4.7 | 1 | -4.6
N#Cc1cccc(NC(=O)COC(=O)c2ccccc2Sc2ccccc2C#N)c1 | -1.1 | -20.7 | 15.4 | 102.6 | 3.6 | 1.1 | 0.8 | -6.0 | 1.1 | 1.1
CCOC(=O)c1cc2c(=O)n3ccccc3nc2n(Cc2ccco2)c1=NC(=O)c1cccc(OC)c1 | 0.5 | 3.5 | 15.6 | 95.2 | -11.9 | 0.57 | 0.8 | -2.7 | 1 | -0.5
O=C(Cn1c(=O)n(CC2CCCO2)c(=O)c2ccccc21)c1ccccc1 (stereo unspecified) | 5.1 | 7.5 | 21.0 | 98.3 | 8.6 | 1.15 | 0.8 | -5.0 | 1.1 | -5.1
COc1ccc(NC(=O)C2CCCN2S(=O)(=O)c2cccc3cccnc23)c(OC)c1 (stereo unspecified) | 1.9 | 0.1 | 17.2 | 99.3 | -11.2 | 0.75 | 0.8 | 0.1 | 1 | -1.9
Cc1cc(C)c2c(CN3CCN(Cc4ccc5c(c4)OCO5)CC3)cc(=O)oc2c1 | -5.0 | 5.8 | 28.7 | 95.4 | -4.6 | 0.95 | 0.7 | -4.4 | 1 | 5.0
COc1ccc(Cl)cc1N1CC(C(=O)Nc2nccs2)CC1=O (stereo unspecified) | -17.3 | 0.6 | 0.6 | 103.2 | 2.0 | 0.79 | 1 | -2.3 | 1 | 17.3
CN(Cc1cccs1)C(=O)CCc1c[nH]c2ccccc12 | -8.4 | -1.9 | 6.5 | 101.5 | -6.3 | 1.14 | 0.9 | -0.1 | 1 | 8.4
CCCCN(C(=O)CSc1nncn1-c1ccccc1OC)c1c(N)n(Cc2ccccc2)c(=O)[nH]c1=O | -7.5 | 4.8 | -3.2 | 87.5 | -4.7 | 1.15 | 1 | -3.6 | 1 | 7.5
CCOC(=O)c1cccnc1SCC(=O)NC(C)CC (stereo unspecified) | 1.9 | 9.2 | 5.5 | 95.4 | 0.1 | 0.96 | 0.9 | -5.0 | 1.1 | -1.9
CC1(C)CC(=O)C=C(NNC(=O)c2ccc(N)cc2)C1 | -7.1 | 7.5 | 9.1 | 102.2 | -9.1 | 1.01 | 0.9 | -3.7 | 1 | 7.1
CCC(=O)NCCSc1c[nH]c2ccccc12 | -4.0 | 0.3 | 6.3 | 96.7 | -11.4 | 1.07 | 0.9 | 1.0 | 1 | 4.0
CC(=O)N1C(C)(C)CC(=NOC(=O)c2ccc(C)cc2)CC1(C)C | -11.5 | 13.0 | 6.2 | 100.3 | 4.6 | 1.41 | 0.9 | -3.5 | 1 | 11.5
Cn1c(=O)c(=O)n(C)c2cc(S(=O)(=O)Nc3ccc4c(c3)OCCO4)ccc21 | -5.7 | -6.9 | 9.7 | 96.5 | 3.5 | 0.52 | 0.9 | -7.6 | 1.1 | 5.7
O=C(COC(=O)CCSc1ccccc1)NCc1ccc(F)cc1 | -6.8 | 3.3 | 10.3 | 107.6 | 2.3 | 1.17 | 0.9 | 1.2 | 1 | 6.8
CCc1ccc(NC(=O)c2ccc(F)c(S(=O)(=O)NCC3COc4ccccc4O3)c2)cc1 (stereo unspecified) | 17.8 | -17.3 | 23.1 | 99.4 | 8.7 | 0.58 | 0.8 | -6.0 | 1.1 | -17.8
CCCCNC(=O)c1ccc(SCC(=O)N(CC)CC)c([N+](=O)[O-])c1 | -10.6 | 0.7 | 1.5 | 101.5 | -4.4 | 0.98 | 1 | -3.5 | 1 | 10.6
CCOC(=O)C1CCCN(C(=O)CSc2nccn2C)C1 (stereo unspecified) | -1.6 | -7.0 | 13.2 | 96.4 | -5.3 | 1.22 | 0.9 | 0.0 | 1 | 1.6
O=c1cc(N2CCN(c3ccccc3F)CC2)[nH]c(=O)n1-c1ccc(Br)cc1 | 9.2 | 0.2 | 5.4 | 95.0 | 18.8 | 1.13 | 0.9 | -8.5 | 1.1 | -9.2
O=[N+]([O-])c1ccc(Cc2ccncc2)cc1 | 10.9 | -0.7 | 10.4 | 95.8 | 1.8 | 1.07 | 0.9 | -5.0 | 1.1 | -10.9
CC(C)N(C#N)c1nc(N2CCOCC2)nc(N2CCOCC2)n1 | 8.8 | 3.5 | 6.4 | 103.8 | 3.5 | 1.23 | 0.9 | -5.2 | 1.1 | -8.8
